# SENP7 block: inhibitors of human SENP7 protease | Q9BQF6 | actives 1.5% (n = 330,000) | AID 434973 | inhibition, % at 5 µM | recombinant SENP7, Z-RLRGG-aminoluciferin luminescence, 40 min;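 active = inhibition above about 50% at the single test dose, limit read from the data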;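 also: plate controls were DMSO with enzyme for no effect and no enzyme buffer wells for full effect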
# Target sequence (Q9BQF6 706-1050 limits assumed): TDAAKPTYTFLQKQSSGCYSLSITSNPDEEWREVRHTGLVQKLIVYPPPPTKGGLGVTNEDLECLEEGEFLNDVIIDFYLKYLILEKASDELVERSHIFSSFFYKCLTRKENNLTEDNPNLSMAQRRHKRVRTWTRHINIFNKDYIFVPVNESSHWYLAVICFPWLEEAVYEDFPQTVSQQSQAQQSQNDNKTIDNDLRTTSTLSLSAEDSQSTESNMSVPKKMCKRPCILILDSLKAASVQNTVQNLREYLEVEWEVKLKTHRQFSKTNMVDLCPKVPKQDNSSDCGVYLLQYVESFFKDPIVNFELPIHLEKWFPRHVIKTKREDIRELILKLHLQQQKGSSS
# SENP8 block-1: SENP8 (human) protease inhibition; Q96LD8; inhibition, % at 20 µM; actives 0.64% (n = 360,000); AID 602440; recombinant SENP8, Nedd8 substrate fluorescence; in the data active = inhibition mostly above about 40%, no sharp cut-off; inactive = mostly below about 27%
# Target sequence (Q96LD8 whole entry, looked up): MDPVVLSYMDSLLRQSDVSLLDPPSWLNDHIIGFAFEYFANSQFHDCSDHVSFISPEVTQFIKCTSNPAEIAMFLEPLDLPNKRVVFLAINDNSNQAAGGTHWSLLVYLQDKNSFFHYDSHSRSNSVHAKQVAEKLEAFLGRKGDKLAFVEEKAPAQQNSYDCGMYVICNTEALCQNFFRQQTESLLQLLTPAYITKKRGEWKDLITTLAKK
# SENP8 block-2: SENP8 protease inhibition; AID 2540; inhibition, % at 10 µM; actives 1.2% (n = 330,000); purified SENP8, Z-RLRGG-aminoluciferin cleavage, luminescence; Q96LD8; in the data active = inhibition above about 50%
# A3G deaminase: blocks human APOBEC3G single-stranded DNA deamination | recombinant A3G, ssDNA deamination FAM/TAMRA fluorescence | actives 0.28% (n = 330,000) | inhibition, % at 20 µM;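 active = inhibition of at least 40% at 20 µM, with no more than 30% in the related APOBEC3A deaminase screen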;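 also: plate controls were DMSO wells with A3G for no effect and wells lacking A3G enzyme for full effect; some compounds called inactive have numbers as strong as hits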
# Target sequence (Q9HC16 whole entry, looked up): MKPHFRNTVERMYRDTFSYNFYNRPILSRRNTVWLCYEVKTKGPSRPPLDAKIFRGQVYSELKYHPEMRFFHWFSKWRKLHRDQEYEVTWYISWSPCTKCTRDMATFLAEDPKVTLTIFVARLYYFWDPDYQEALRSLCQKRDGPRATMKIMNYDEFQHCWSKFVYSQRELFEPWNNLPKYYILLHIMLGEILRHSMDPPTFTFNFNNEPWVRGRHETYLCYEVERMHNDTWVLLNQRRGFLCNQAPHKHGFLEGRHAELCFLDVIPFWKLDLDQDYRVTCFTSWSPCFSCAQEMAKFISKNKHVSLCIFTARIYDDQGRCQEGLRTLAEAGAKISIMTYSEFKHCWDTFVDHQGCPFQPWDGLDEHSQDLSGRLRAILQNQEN
# SENP1 FRET inh: blocks the human SENP1 SUMO protease catalytic domain; inhibition, % at 10 µM; recombinant SENP1 catalytic domain, CyPet-SUMO1-YPet FRET cleavage; Q9P0U3; actives 0.21% (n = 360,000);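 active = inhibition at least 30% at 10 µM, raw YFP signal under a set limit, fluorescence ratio 0.5 to 1.5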;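 also: 0% = enzyme with DMSO and 100% = no enzyme wells; some results filed as inactive read as strong as hits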
#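 Test system: human SENP1 catalytic domain; medium: Tris pH 8 buffer plus EDTA, NaCl, BME, BSA, NP40, catalase; incubation: 50 min reaction at room temperature; technique: FRET, CFP and YFP emission; controls: no-enzyme low control and enzyme-plus-DMSO high control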
# Apaf-1 inh: human Apaf-1 inhibition | reconstituted apoptosome caspase-3 activity, DEVD-Rh110 fluorescence | inhibition, % at 20 µM | actives 0.71% (n = 330,000); active = inhibition of at least 40% at 20 µM;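 also: plate controls were DMSO wells for no effect and DEVD-CHO caspase inhibitor wells for full effect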
#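 Assay system – apoptosome proteins · Medium – Hepes buffer, pH 7.5 · Also added – cytochrome c with DEVD-Rh110 · Timing – 30 min compound preincubation, 50 min activation, room temperature · Detection – Rh110 fluorescence, excitation 480 nm, emission 540 nm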
# UBC13 polyUb: blocks human UBC13 polyubiquitin chain formation | P61088 | TR-FRET | inhibition, % at 20 µM | actives 0.47% (n = 330,000) | AID 485273; in the data active = inhibition above about 45%, passing the limit was not always enough
# SENP6 inh: SENP6 protease inhibition | Q9GZR1 | Recombinant SENP6 catalytic domain, aminoluciferin luminescence | inhibition, % at 10 µM | actives 1.8% (n = 330,000) | AID 2599;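 active = inhibition above about 50% at the single tested dose, limit read from the data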;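 also: plate controls were DMSO wells with enzyme for no effect and DMSO wells lacking enzyme for full effect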
# An asterisk follows results filed as active; / = no result given. Rows are unselected; overall some 3.6% were active at least once.
SMILES,SENP7 block,SENP8 block-1,SENP8 block-2,A3G deaminase,SENP1 FRET inh,Apaf-1 inh,UBC13 polyUb,SENP6 inh
CCc1ccc([C@@H]2CC=C(C(=O)O)[C@H](c3ccc(C)cc3)N2S(=O)(=O)c2ccc(C)cc2)cc1,4,3,13,1,0,23,-5,12
CCOc1ccc(C(=O)CCC(=O)N2CCC(C(=O)OC)CC2)cc1,1,6,5,-7,20,1,6,2
O=C(CN(Cc1ccc(F)cc1)C(=O)C1CSC(=O)C1)NC1CCCCC1 (stereo not drawn),0,7,-5,-2,3,-15,4,1
CCOc1ccc(NC(=O)CC2C(=O)N(c3cccc(OC)c3)C(=O)N2CCOC)cc1 (stereo not drawn),-6,13,-6,-1,2,-9,-12,-9
O=C1N(c2cccc(Cl)c2)C(c2ccccc2)N2CCCN12 (stereo not drawn),5,13,-2,-5,2,6,-4,-9
CCc1cc(SC#N)cc(C)c1NC(=O)CCl,7,-6,4,-12,1,1,-6,-7
Cc1[nH]c2ccccc2c1C(=O)COC(=O)Cn1c(C)nc2ccccc21,1,14,6,-6,-1,-9,-1,-6
COc1cccc(/C=N/NC(=O)c2ccc(N3CCCC3=O)cc2)c1,4,-25,-1,-6,4,1,-1,-24
CC/C(=N\NC(=O)c1ccc(-c2ccccc2)cc1)C12CC3CC(CC(C3)C1)C2,6,12,-3,-5,-3,33,-2,-5
COc1ccc(O)c(/C=N/NC(=O)c2ccc(CSc3nc(C)cc(C)n3)cc2)c1,2,-102,-1,-7,7,4,13,-3
CCOc1cc(/C=N/N2C(=O)NC3(CCCCC3)C2=O)cc(Br)c1O,7,-39,-3,-4,2,10,-5,-29
CCS(=O)(=O)N1CCN(c2ccc(S(=O)(=O)N3CCOCC3)cc2)CC1,0,-125,2,-2,0,6,3,-8
Cc1ccc(OCCOc2ccc(S(=O)(=O)N3CCCC3)cc2C(N)=O)cc1,3,-4,-5,0,0,4,5,7
Cc1nc2ccsc2c(=O)n1-c1ccc(Cl)cc1,-1,13,7,-7,0,-10,1,-6
COc1ccc(C2/C=C\CN(CC(C)C)CC(=O)N2Cc2ccc(F)cc2)cc1 (stereo not drawn),9,-9,1,2,-6,19,16,3
Cc1nc(NCc2cccnc2)c2c3c(sc2n1)CCCC3,-4,5,-7,1,0,16,0,-11
CN1CCN2c3ccccc3Cc3ccccc3C2C1 (stereo not drawn),2,3,1,1,-3,11,1,-22
Cc1ccccc1N1C(=O)C(Cl)=C(N2CCN(c3ccccc3)CC2)C1=O,21,13,0,-12,4,28,-20,5
Cc1csc(NC(=O)C2CCN(S(=O)(=O)c3ccccc3F)CC2)n1,4,20,4,-6,-1,-9,14,4
COc1ccc(/C=N/NC(=O)c2cccc(Br)c2)cc1CN1CCOCC1,-6,-47,-13,1,2,2,-19,-6
CN(C(=O)CN1CCN(c2ccc([N+](=O)[O-])cn2)CC1)c1ccccc1,-6,37,-8,-11,2,2,-10,-40
O=C(N/N=C/c1cccs1)c1cccc2cc[nH]c12,6,-21,-8,-2,-1,1,-12,6
CCCN1C(=O)/C(=N\OCC(=O)NC23CC4CC(CC(C4)C2)C3)c2ccccc21,0,14,-4,-3,3,30,-19,2
CCOc1ccc(N(C(=O)c2snc(C(N)=O)c2N)C(CC)C(=O)NC2CCCC2)cc1 (stereo not drawn),-3,-202,2,-8,-5,20,78*,-6
O=C(NCc1cccs1)c1cc(-c2ccccc2)nn1CC1CC(c2cccc([N+](=O)[O-])c2)=NO1 (stereo not drawn),-6,6,-4,-3,2,10,1,-11
Cc1cc(NC(=O)c2cccc(C(=O)Nc3cc(C)on3)n2)no1,-1,28,4,-1,1,-1,4,-4
COc1ccc(S(=O)(=O)N2CCC(C(=O)NC(c3nc4ccccc4[nH]3)C(C)C)CC2)cc1 (stereo not drawn),-7,-8,3,-9,-24,-7,12,-7
COc1ccc(-n2c3c(cc(C(=O)NC4CCSC4=O)c2=O)C(=O)CC(C)(C)C3)cc1 (stereo not drawn),3,-92,3,-1,0,-12,-2,1
O=C(O)CCC(=O)N1N=C(c2ccccc2)CC1c1ccc2c(c1)OCO2 (stereo not drawn),2,23,4,-2,1,-6,-3,-6
Cc1ccc(C(=O)c2oc3ccc(Cl)cc3c2NC(=O)CN2CCN(C)CC2)cc1,0,-16,-5,-3,-3,38,44,7
Cc1c(C(=O)N2CCN(C3CCS(=O)(=O)C3)CC2)oc2ccc(Cl)cc12 (stereo not drawn),0,-6,5,-8,0,-3,0,11
O=C(Nc1cccnc1)c1ccc(S(=O)(=O)c2ccccc2)cc1,-2,17,-10,-3,-2,-1,-1,-6
Cc1ccc(C2(O)C(=O)c3ccccc3C2=O)c(O)c1C,4,18,-3,-1,3,-16,0,-2
Cc1ccc(N2C(=O)c3cccc4cccc(c34)C2=O)cc1,-8,-13,-2,-4,-1,-12,2,-20
COc1ccccc1C(=O)N1CC(=O)Nc2ccc(C)cc2C1c1ccc(F)cc1 (stereo not drawn),2,16,4,-9,0,9,3,0
COc1ccc(-n2c(CNc3ccc(C)cc3)nnc2SCC(=O)Nc2nc(-c3ccccc3)cs2)cc1,2,15,-5,-5,0,-2,-3,-14
Cc1cc(N2CCOCC2)nc2ccc(NC(=O)CCC(=O)N3CCCCC3)cc12,-2,-288,-13,-2,-6,8,-8,-4
CN1C(=O)C(=O)/C(=C(/O)c2ccc(Br)cc2)C1c1ccccc1F (stereo not drawn),-2,-18,-7,-6,1,1,1,-12
O=C(CSC1=NCCN1)NC(c1ccccc1)c1ccccc1,-9,18,-13,2,2,-12,5,2
COc1cc(C2C(C(=O)c3ccc(C)o3)=C(O)C(=O)N2c2cc(C)on2)cc(OC)c1OC (stereo not drawn),8,-28,-1,-3,-20,-11,1,0
CCOC(=O)C1CCN(C(=O)C(CCSC)NC(=O)COc2ccccc2)CC1 (stereo not drawn),-12,1,-5,-5,-2,-1,5,-22
Cc1cccc(N(CC(=O)NC2CCCCC2)C(=O)CCC(=O)Nc2nccs2)c1,0,10,-2,-7,0,13,-9,-12
CCN(CC)CCCNC(CC(=O)Nc1cccc([N+](=O)[O-])c1)C(=O)O (stereo not drawn),12,15,6,1,3,2,2,17
O=C(CN1CCN(S(=O)(=O)c2ccccc2)CC1)Nc1ccccc1C(=O)c1ccccc1,18,12,-2,-6,0,15,6,-13
CN1CCN(S(=O)(=O)c2ccc(N(C)CC(=O)Nc3ccc(F)cc3)nc2)CC1,8,/,2,-4,/,-2,5,13
C[C@H](NC(=O)c1nc[nH]c1C(=O)NCC(=O)OC(C)(C)C)c1ccccc1,1,25,1,-7,-1,13,3,-8
COc1ccc2cc(/C=N/NC(=O)CN(c3ccccc3C)S(=O)(=O)c3ccccc3)c(Cl)nc2c1,10,-405,8,-3,-123,8,-1,4
CCOC(=O)CSc1nc2sc3c(c2c(=O)[nH]1)CC(C)(CC)OC3 (stereo not drawn),-7,1,-7,10,-2,16,-20,-12
Cc1ccc(NC(=O)CN(C)C(=O)CSc2n[nH]c(N)n2)cc1,-6,19,-9,-6,2,-7,-6,6
O=S(=O)(NC1CC1)c1ccc(S(=O)(=O)N2CCCc3ccccc32)cc1,9,6,-5,-1,-1,0,6,-36
COC(=O)C1=CN(Cc2ccc(C)cc2)C=C(C(=O)OC)C1c1ccc(F)c(F)c1,-3,-266,0,-5,-125,26,6,-8
Cc1ccc(S(=O)(=O)NC(C)C(=O)Nc2cccc([N+](=O)[O-])c2)cc1 (stereo not drawn),5,18,3,15,2,9,-6,5
COc1ccc(NS(=O)(=O)c2cccc(C(=O)N/N=C/c3ccccn3)c2)cc1,-10,8,-3,-6,0,8,-23,-7
Nc1[nH]n2c(=O)c3c(nc2c1N=Nc1ccc(Cl)cc1)CCCC3,14,45*,9,3,5,19,-112,16
CCc1nnc(SCC(=O)Nc2ccc3ccccc3c2)n1N,1,9,-6,-4,-2,-8,2,-4
CC(C)CNS(=O)(=O)c1ccccc1C(=O)N1CCCCC1,5,20,2,-5,0,-3,-3,1
Cc1c(C(=O)NCCCN2CCCC2=O)oc2c(Cl)cccc12,-1,18,-4,-5,1,2,-2,-2
Cc1cc(N/N=C/c2ccccc2F)nc(NCc2ccccc2)n1,0,2,-10,-12,1,5,7,-22
O=S(=O)(c1ccc(Cl)s1)N1CCC2(CC1)OCCO2,-1,7,5,6,2,11,-5,-14
COc1cc(NC(=O)c2ccccc2F)c(OC)cc1NC(=O)CN1CCOCC1,3,-4,-9,-6,1,0,-11,3

# (listing goes on)
SMILES,SENP7 block,SENP8 block-1,SENP8 block-2,A3G deaminase,SENP1 FRET inh,Apaf-1 inh,UBC13 polyUb,SENP6 inh
CCN(c1ccccc1)S(=O)(=O)c1cc(C(=O)Nc2cccc(Cl)c2)ccc1F,10,7,4,-4,-1,-3,-2,15
Cc1ccc2nc3c(c(N)c2c1)CCN3C,7,-278,-1,3,-8,12,0,-14
Cc1ccc(N(C)S(=O)(=O)c2cccc(C(=O)NCC(c3cccs3)N3CCOCC3)c2)cc1 (stereo not drawn),0,2,6,-7,3,21,-1,6
O=C(CN1C2=NCCN2c2ccccc21)N1CCOCC1,12,/,-9,-6,/,-9,-6,-27
Cc1cc(NC(=O)Nc2cccc(C(F)(F)F)c2)no1,9,11,-3,-2,0,7,8,-3
OCCC#Cc1c(-c2ccsc2)sc2ccccc12,2,-136,-8,-2,-5,25,-6,-3
CCn1ccnc1CN(C)C(=O)c1cc(COc2ccccc2SC)on1,-5,-2,-3,-6,1,2,7,-9
COc1ccc(OC)c(Cc2nnc(CCC(=O)N3CCCCC3)o2)c1,1,16,11,0,4,-19,-3,10
Cc1cccc(NC(=O)Cn2cc(C(=O)C3CC3)c3ccccc32)c1,10,7,2,-12,0,11,8,10
COc1ccc(-c2nc3ccccn3c2Cl)cc1,100*,-263,96*,-10,-2,3,13,97*
Cc1sc(NC(=O)Cn2nc(C(F)(F)F)cc2C)c(C(=O)OC(C)C)c1C,-10,8,-6,-8,1,4,4,-13
O=C(N/N=C/c1ccc([N+](=O)[O-])s1)c1ccccc1,15,34,21,-7,0,8,-44,50*
O=S(=O)(NCC(c1ccco1)N1CCc2ccccc2C1)c1ccc(F)cc1 (stereo not drawn),-4,5,15,-4,1,15,5,-12
C[C@H](NC(=O)[C@@H]1CSC2c3ccccc3C(=O)N21)C(=O)NCCc1ccc(F)cc1 (stereo partly drawn),5,13,-6,-1,2,3,-3,1

# A second format for some results above:
# Results follow in this order: SENP7 block | SENP8 block-1 | SENP8 block-2 | A3G deaminase | SENP1 FRET inh | Apaf-1 inh | UBC13 polyUb | SENP6 inh
CCS(=O)(=O)N1CCN(c2ccc(S(=O)(=O)N3CCOCC3)cc2)CC1
  0 | -125 | 2 | -2 | 0 | 6 | 3 | -8
Cc1ccc(OCCOc2ccc(S(=O)(=O)N3CCCC3)cc2C(N)=O)cc1
  3 | -4 | -5 | 0 | 0 | 4 | 5 | 7
Cc1nc2ccsc2c(=O)n1-c1ccc(Cl)cc1
  -1 | 13 | 7 | -7 | 0 | -10 | 1 | -6
COc1ccc(C2/C=C\CN(CC(C)C)CC(=O)N2Cc2ccc(F)cc2)cc1 (stereo not drawn)
  9 | -9 | 1 | 2 | -6 | 19 | 16 | 3

# An excerpt from above in order of number of heavy atoms, low to high.
SMILES,SENP7 block,SENP8 block-1,SENP8 block-2,A3G deaminase,SENP1 FRET inh,Apaf-1 inh,UBC13 polyUb,SENP6 inh
Cc1ccc2nc3c(c(N)c2c1)CCN3C,7,-278,-1,3,-8,12,0,-14
OCCC#Cc1c(-c2ccsc2)sc2ccccc12,2,-136,-8,-2,-5,25,-6,-3
Cc1cc(NC(=O)Nc2cccc(C(F)(F)F)c2)no1,9,11,-3,-2,0,7,8,-3
COc1ccc(OC)c(Cc2nnc(CCC(=O)N3CCCCC3)o2)c1,1,16,11,0,4,-19,-3,10

# High-throughput results (PubChem)
